CYP2C9 activ = human CYP2C9 activators, primary screen, biochemical, luminescence; recombinant CYP2C9, luciferin-H conversion; stronger effect = higher value; factor 1 = untreated enzyme, 0 = blocked; AID 1024, 2008; 96,000 tested, 1.4% active; activation factor at 5 µM; Cytochrome P450 2C9 (Homo sapiens), P11712;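 active = activation factor of 2 or more for CYP2C9 at a 5 µM dose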;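 note: 0 = sulfaphenazole-blocked wells and 1 = vehicle-only wells; values of inactives mirror those of a sister screen read the other way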
PostGolgi yeast = phenotypic screen on post-Golgi transport, primary screen; 98,000 tested, 0.9% active; inhibition, % at 10 µM; AID 739, 2007; post-Golgi transport phenotypic cell assay;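 note: yeast cells grown in 1536-well plates; yeast grown about 18 h at 30C before absorbance read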
hDAT+cocaine = changed hDAT dopamine uptake under cocaine IC80, either direction, primary screen, cocaine antagonist project, cell-based, LLC-PK1 hDAT, [14C]-dopamine uptake, MLSMR | 110,000 tested, 1.3% active | Sodium-dependent dopamine transporter (Homo sapiens), Q01959 | AID 449768, 2010 | LLC-PK1 hDAT cells, [14C]-dopamine uptake with cocaine IC80; actives deviate in either direction | B-score at 10 µM;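 active = Z score or B-score, a plate-position-corrected score, falls beyond the plate's 99.7% confidence bounds, in either direction; inactive = both scores lie inside the 99.7% bounds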;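 note: scored against the spread of the other compound wells on the same plate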
Target sequence (Q01959 whole entry, looked up): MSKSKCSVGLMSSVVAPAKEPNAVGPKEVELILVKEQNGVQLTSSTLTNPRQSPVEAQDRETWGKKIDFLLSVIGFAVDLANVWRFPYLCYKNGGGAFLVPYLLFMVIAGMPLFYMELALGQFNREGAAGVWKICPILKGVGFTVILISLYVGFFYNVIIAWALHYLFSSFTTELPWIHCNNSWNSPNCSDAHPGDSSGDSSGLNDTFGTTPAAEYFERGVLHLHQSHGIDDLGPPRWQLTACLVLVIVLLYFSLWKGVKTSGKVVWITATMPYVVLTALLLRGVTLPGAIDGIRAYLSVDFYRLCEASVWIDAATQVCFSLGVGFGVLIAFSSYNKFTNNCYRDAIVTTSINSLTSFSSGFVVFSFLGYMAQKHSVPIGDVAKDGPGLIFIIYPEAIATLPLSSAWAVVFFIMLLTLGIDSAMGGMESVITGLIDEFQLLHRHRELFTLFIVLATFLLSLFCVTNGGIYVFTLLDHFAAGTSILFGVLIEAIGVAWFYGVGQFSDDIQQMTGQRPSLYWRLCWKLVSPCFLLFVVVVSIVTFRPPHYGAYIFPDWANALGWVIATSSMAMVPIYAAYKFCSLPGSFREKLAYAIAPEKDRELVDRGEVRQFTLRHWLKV
LYP inh 2 = PTPN22 phosphatase inhibitors, primary screen, biochemical, DiFMUP fluorescence, 2 µM | Tyrosine-protein phosphatase non-receptor type 22 (Homo sapiens), Q9Y2R2 | recombinant LYP catalytic domain | inhibition, % at 2 µM | 96,000 tested, 0.21% active | AID 640, 2007;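 active = inhibition at 2 µM at or above a set limit, the screen mean plus 3 SD, cut at about 24% in these data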;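 note: 0% = DMSO with enzyme and 100% = enzyme fully blocked by orthovanadate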
CYP2C9 inhib = blockers of cytochrome P450 2C9 activity – biochemical, luminescence, ADME assay, primary screen | AID 777, 2007 | 96,000 tested, 20% active | CYP2C9 Supersomes, luciferin-H conversion | inhibition, % at 5 µM | P11712;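 active = blocking of liver enzyme CYP2C9 beyond about 50% at 5 µM, limit read from the data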; note: values of inactives mirror those of a sister screen read the other way
E coli WT exp = growth inhibitors of wild-type E. coli, primary screen, strain BW25113, expanded library, OD600 | OD600 absorbance | AID 710, 2007 | growth inhibition, % at 100 µM | 98,000 tested, 0.15% active;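 active = growth inhibition above about 50% at one test dose, limit read from the data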;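 note: growth measured after 20 h incubation at 37 °C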
PostGolgi ctrl = growth inhibition of yeast control strain, primary screen, counter-screen for post-Golgi transport modulator project. efflux-deficient yeast background strain, growth absorbance A615, 16 h. inhibition, % at 10 µM. 98,000 tested, 5% active. AID 738, 2007
PTPN22 act = LYP phosphatase activators, primary screen, biochemical, DiFMUP fluorescence, 2 µM | Tyrosine-protein phosphatase non-receptor type 22 (Homo sapiens), Q9Y2R2 | recombinant LYP; 0 = plate median, 100 = signal doubled | activation, % at 2 µM | 96,000 tested, 0.11% active | AID 697, 2007;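 active = activation at 2 µM above a set limit, the mean plus 5 SD, cut at about 37% in these data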
PTK2B oligo ant = antagonists of Pyk2 self-association, primary screen, Q293 cells, FERM NanoBiT luminescence, HTS. 99,000 tested, 0.83% active. Protein-tyrosine kinase 2-beta (Homo sapiens), Q14289. z-score (the deposit names both 25 µM and 10 µM). stronger effect = lower value;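 active = Z-score of -3 or lower, scaled per plate to the spread of control and sample wells; inactive = z-score above -3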;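 note: negative z-score means lost luminescence so less FERM oligomerization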
* marks the source's active call; other numbers are inactive results; · = not tested or not shown. Cut-off read from the data, not from the text of the source, unless noted: active = inhibition above about 30%; inactive = the rest. Rows were taken by chance, and some 24% of all compounds hit somewhere here.

#	canonical_smiles	hDAT+cocaine	PostGolgi yeast	E coli WT exp	CYP2C9 inhib	PostGolgi ctrl
1	CCn1c(C(C)NC(=O)c2cccc(C)c2)nc2ccccc21 (centres undefined)	1	7	-6	5	-1
2	CCN(CC)C(=O)CSc1nc(O)cc(=O)n1C	-0.023	-4	7	9	-13
3	CCN(CC)CCn1c2ccccc2c2cnc(N=CN(C)C)c(C#N)c21	0.85	10	0	35	24
4	CCCCCNc1nc(N2CCCC2)c2c(c1C#N)CCN(C)C2	0.69	-8	17	30	13
5	Cc1c(N(C(=O)c2cc(=O)[nH]c3ccccc23)C(C)C)c(=O)n(-c2ccccc2)n1C	0.59	-2	-7	-3	5
6	CC(C)NC(=O)CCNS(=O)(=O)c1ccc(Br)cc1	0.98	-1	-9	-76	0
7	O=S(=O)(c1ccc(F)cc1)n1ccc(-c2cnc(-c3ccccc3)s2)n1	0.011	-10	-5	54*	7
8	COc1ccc2c(c1)c(=O)oc1cc(OCC(=O)NC3CC3)ccc12	0.12	10	0	15	-6
9	CCOC(=O)c1sc(NC(=O)c2cc3c(s2)CCC(C)C3)nc1C (centres undefined)	0.036	3	-8	9	-4
10	Cc1ccc(C(=O)c2cn(-c3ccc(F)c(Cl)c3)nn2)cc1	-0.15	5	-6	-48	4
11	Cc1cccc(C)c1N1C(=O)C2ON(c3ccccc3)C(c3ccncc3)C2C1=O (centres undefined)	0.45	102*	7	100*	91*
12	CCC(C)C1C(C#N)=C(N)Oc2n[nH]c(-c3ccccc3)c21 (centres undefined)	1.8	1	-18	16	-3
13	COc1ccc(-c2nn3c(-c4ccccc4)nnc3s2)cc1OC	-0.67	-4	-24	7	7
14	CCO/C(=C/c1sc2ccc(OC)cc2[n+]1CCCS(=O)(=O)[O-])CC	-0.37	3	1	-6	11
15	CCCCc1cc(=O)oc2cc(C)cc(OC(C)C(=O)O)c12 (centres undefined)	-0.011	-6	-2	22	16

#	LYP inh 2	PTK2B oligo ant	CYP2C9 activ	PTPN22 act
1	-12	·	0.9	8
2	4	-0.07	0.9	0
3	0	-1	0.7	-1
4	-7	0.82	0.7	6
5	15	1.3	1	-12
6	2	0.42	1.8	-3
7	12	-2	0.5	-9
8	10	-0.32	0.8	-7
9	-1	0.81	0.9	-2
10	4	1.6	1.5	-2
11	-2	-0.35	0	-1
12	7	·	0.8	-10
13	·	-1.2	0.9	·
14	3	1.4	1.1	-2
15	-2	-0.08	0.8	6

(listing goes on)
#	canonical_smiles	hDAT+cocaine	PostGolgi yeast	E coli WT exp	CYP2C9 inhib	PostGolgi ctrl
16	CCc1nc2ccc(F)cc2c(C(=O)NC2CCCCC2C)c1C (centres undefined)	-0.73	3	4	77*	10
17	O=C(CCS(=O)(=O)c1cccs1)N1CCCC1	-0.72	10	2	14	-2
18	CCCn1c(SCC(=O)Nc2sc(C)c(C)c2C#N)nnc1C(C)C	1	0	14	22	-3
19	CCOC(=O)C1C(=O)CC(=O)CC1CC(C)SCC (centres undefined)	0.65	-2	4	-10	2
20	CCS(=O)(=O)NCc1ccc2c(c1)cc(C)n2C	-0.098	-3	4	60*	7
21	C=CCn1cnc2c(NCc3ccccc3)ncnc21	-0.041	0	-2	28	-6
22	Cc1ccc(CC23CN4CCN(CC(C4)C2O)C3)c(C)c1 (centres undefined)	-0.73	-2	9	-4	12
23	CCn1c(SCc2nc3sc(C(=O)O)c(C)c3c(=O)[nH]2)nc2ccccc21	·	16	2	55*	0
24	CC1CC(C)CN(C(=O)COC(=O)c2cc3ccccc3cc2O)C1 (centres undefined)	0.12	-4	-1	-17	6
25	Cc1cccc(NC(=S)NC2CC3CCC(C2)N3Cc2ccco2)c1 (centres undefined)	-0.21	-7	3	-4	10
26	O=C(c1ccccn1)N1CCN(C(=O)c2ccccn2)CC1	-0.68	7	-8	-4	0
27	COc1ccc(C(=O)N2CCC(N3CCN(c4ccccc4)CC3)CC2)cc1OC	0.5	0	-6	0	29
28	C/C(=C\C(=O)c1ccc(Br)cc1)N1CCCCC1	0.016	-5	32	2	1
29	C=CCOc1c(Br)cc(C2NC(=O)NC(C)=C2C(C)=O)cc1OCC (centres undefined)	0.31	-1	8	43	3
30	CCCCCCc1cc2cc(C(=O)NC)c(=N)oc2cc1O	-0.75	9	10	38	9

#	LYP inh 2	PTK2B oligo ant	CYP2C9 activ	PTPN22 act
16	-12	0.5	0.2	10
17	0	-0.23	0.9	-2
18	7	0.19	0.8	-7
19	10	-0.2	1.1	-7
20	9	·	0.4	-12
21	3	1.2	0.7	0
22	1	-0.27	1	1
23	-7	1.2	0.4	5
24	·	-0.19	1.2	·
25	-5	0.83	1	8
26	-6	1.3	1	11
27	·	0.8	1	·
28	0	2	1	0
29	5	-2	0.6	-1
30	4	-2.2	0.6	-5

Copied from above, nos. 19–26
#	canonical_smiles	hDAT+cocaine	PostGolgi yeast	E coli WT exp	CYP2C9 inhib	PostGolgi ctrl
19	CCOC(=O)C1C(=O)CC(=O)CC1CC(C)SCC (centres undefined)	0.65	-2	4	-10	2
20	CCS(=O)(=O)NCc1ccc2c(c1)cc(C)n2C	-0.098	-3	4	60*	7
21	C=CCn1cnc2c(NCc3ccccc3)ncnc21	-0.041	0	-2	28	-6
22	Cc1ccc(CC23CN4CCN(CC(C4)C2O)C3)c(C)c1 (centres undefined)	-0.73	-2	9	-4	12
23	CCn1c(SCc2nc3sc(C(=O)O)c(C)c3c(=O)[nH]2)nc2ccccc21	·	16	2	55*	0
24	CC1CC(C)CN(C(=O)COC(=O)c2cc3ccccc3cc2O)C1 (centres undefined)	0.12	-4	-1	-17	6
25	Cc1cccc(NC(=S)NC2CC3CCC(C2)N3Cc2ccco2)c1 (centres undefined)	-0.21	-7	3	-4	10
26	O=C(c1ccccn1)N1CCN(C(=O)c2ccccn2)CC1	-0.68	7	-8	-4	0

#	LYP inh 2	PTK2B oligo ant	CYP2C9 activ	PTPN22 act
19	10	-0.2	1.1	-7
20	9	·	0.4	-12
21	3	1.2	0.7	0
22	1	-0.27	1	1
23	-7	1.2	0.4	5
24	·	-0.19	1.2	·
25	-5	0.83	1	8
26	-6	1.3	1	11

(more compounds)
#	canonical_smiles	hDAT+cocaine	PostGolgi yeast	E coli WT exp	CYP2C9 inhib	PostGolgi ctrl
31	COc1ccccc1C1N(c2ccc(F)cc2)C(=O)C2CCCN21 (centres undefined)	-0.15	-4	-7	4	9
32	O=C(NCc1ccccc1)c1ccc2c(=O)n(CC3CCCO3)c(=S)[nH]c2c1 (centres undefined)	1.1	0	-15	35	10
33	CC1(C)CC(=O)C2=C(C1)N(CC1CCCO1)C(=O)NC2(C(F)(F)F)C(F)(F)F (centres undefined)	-0.62	2	-6	21	2
34	Cn1c(=O)c2c(-c3ccc(C(C)(C)C)cc3)n(CC3CCCO3)cc2n(C)c1=O (centres undefined)	1.9	3	7	0	5
35	CCOc1ccc2nc(SCC(=O)Nc3cc4c(cc3C(C)=O)OCO4)[nH]c2c1	-0.24	4	3	72*	18
36	O=S1(=O)C=C(Sc2nc3cc(Cl)ccc3o2)c2ccccc21	-1	14	-1	6	39*
37	Cc1cc(NC(=O)C2(c3ccccc3)CCCC2)no1	0.91	6	5	29	-10
38	Cc1ccc(SCc2[nH]nc3c2C(c2ccc(C)o2)C(C#N)=C(N)O3)cc1 (centres undefined)	-1.4	-1	-1	-18	24
39	CS(=O)(=O)N(CC(=O)N1CCC(C(N)=O)CC1)C1CCCCC1	0.15	11	3	4	-5
40	CCn1c(CCCOc2ccc(Cl)cc2Cl)nnc1SCC(=O)Nc1cccc(F)c1	-0.3	-8	-1	-20	-7
41	COc1ccc(N(C)S(=O)(=O)c2cccc(C(=O)NCC3CCCO3)c2)cc1 (centres undefined)	-0.89	1	2	63*	-2
42	CCOC(=O)CSc1nnc(-c2ccco2)n1-c1ccccc1	-0.47	-5	5	28	5
43	Cc1cccc(NC(=O)C2CCCN(c3nc(C)cc(C)n3)C2)c1 (centres undefined)	0.00012	-2	-4	-10	3
44	COc1ccc(NC(=O)C2CCC(C)(C(=O)O)C2(C)C)cc1 (centres undefined)	-0.44	24	-16	2	7
45	O=C(CCS(=O)(=O)c1cccs1)Nc1ccc(C(=O)NCc2ccccc2)cc1	0.2	-15	4	60*	-1

#	LYP inh 2	PTK2B oligo ant	CYP2C9 activ	PTPN22 act
31	7	-0.74	1	-6
32	-14	1.1	0.6	12
33	1	0.31	0.8	-8
34	-10	0.95	1	10
35	4	-1.2	0.3	0
36	-2	-0.97	0.9	-1
37	6	-0.03	0.7	-3
38	1	0.68	1.2	-3
39	0	0.7	1	-1
40	2	-0.05	1.2	2
41	-7	0.55	0.4	10
42	5	0.95	0.7	-7
43	·	0.3	1.1	·
44	12	1.6	1	-9
45	-16	-0.79	0.4	13

Continuation.
#	canonical_smiles	hDAT+cocaine	PostGolgi yeast	E coli WT exp	CYP2C9 inhib	PostGolgi ctrl
46	O=C1CC(N2CCN(c3ccc(C(=O)c4ccc(F)cc4)cc3)CC2)C(=O)N1 (centres undefined)	0.84	10	4	7	3
47	CCC(C)C(=O)Nc1nc(C)c(-c2csc(Nc3ccc(Cl)cc3)n2)s1 (centres undefined)	2.2	0	-9	58*	24
48	CC(=O)Nc1ccc(N2CCCC2)cc1	-1.1	-4	4	-16	10
49	CN(c1cccc(NC(=O)CSc2ccc(Cl)cc2)c1)S(C)(=O)=O	0.015	-1	-1	45	8
50	Cc1nc2ccccc2c2oc(C(=O)Nc3ccc4c(c3)OCCO4)cc12	0.48	-1	-7	4	-10
51	COc1ccc(/C=C/C(=O)OC(C)CN2CCOCC2)cc1 (centres undefined)	0.46	-7	3	14	-3
52	CC(C)OCCCn1c(=S)[nH]c2cc3c(cc2c1=O)OCO3	-0.43	-4	-6	-32	4
53	O=C(Nc1ccccc1)c1ccc(-c2ccc(Br)cc2)o1	-0.39	·	·	·	·
54	COC(=O)c1ccccc1NC(=O)c1sc(=S)n(C)c1N	6*	-8	-2	39	36*
55	CSc1ccccc1NC(=O)c1cc(C)on1	-0.68	-2	5	-143	12
56	Cc1ccc(S(=O)(=O)Nc2ccc3nc(-c4cccn4C)[nH]c3c2)cc1	-2.9*	-7	5	100*	-4
57	CCNC(=S)NNC(=O)c1cccn(Cc2ccc(Cl)cc2)c1=O	·	13	1	-1	13
58	CC1(C)CC2(CCCN3C(=O)CSC32)CCS1 (centres undefined)	-2.3	4	5	9	1
59	O=S1(=O)CC(O)C(Nc2ccccc2)C1 (centres undefined)	-0.45	14	4	-16	3

#	LYP inh 2	PTK2B oligo ant	CYP2C9 activ	PTPN22 act
46	-7	0.25	0.9	4
47	21	·	0.4	-18
48	4	-3	1.2	-3
49	2	1	0.6	-4
50	-4	·	1	3
51	1	-0.5	0.9	-1
52	0	-0.54	1.3	-4
53	0	1.4	·	-1
54	-9	-0.44	0.6	6
55	-1	-0.07	2.4*	5
56	-8	-0.28	0	4
57	42*	0.37	1	-41
58	8	-0.15	0.9	-6
59	-6	-0.95	1.2	6
